# Source: PubChem BioAssay
# LAP4-GFP MLPCN: modulators of LAP4-GFP expression in yeast, primary screen, S. cerevisiae, multiplex flow cytometry, MLPCN library; GFP response vs DMSO, % at 10 µM; hit rate 0.34% among 320,000; AID 2023, 2009; 3 h; median GFP as percent of DMSO wells;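 active = GFP response vs DMSO above a set limit, about the screen mean plus 3 SD, cut at about 150% in these data; inconclusive = under 70 cell events counted for the yeast strain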
# VLA-4 inh: inhibition in human VLA-4 binding assay, primary screen, VLA-4 allosteric modulator project, MLPCN library, flow cytometry, VLA-4 expressing cells | Integrin alpha-4 (Homo sapiens), P13612 | ligand binding flow cytometry | inhibition, % (about 7 µM as worked out from the volumes in the protocol) | hit rate 0.2% among 330,000 | AID 2557, 2010; in the data active = inhibition above about 50%
# Target sequence (P13612 whole entry, looked up): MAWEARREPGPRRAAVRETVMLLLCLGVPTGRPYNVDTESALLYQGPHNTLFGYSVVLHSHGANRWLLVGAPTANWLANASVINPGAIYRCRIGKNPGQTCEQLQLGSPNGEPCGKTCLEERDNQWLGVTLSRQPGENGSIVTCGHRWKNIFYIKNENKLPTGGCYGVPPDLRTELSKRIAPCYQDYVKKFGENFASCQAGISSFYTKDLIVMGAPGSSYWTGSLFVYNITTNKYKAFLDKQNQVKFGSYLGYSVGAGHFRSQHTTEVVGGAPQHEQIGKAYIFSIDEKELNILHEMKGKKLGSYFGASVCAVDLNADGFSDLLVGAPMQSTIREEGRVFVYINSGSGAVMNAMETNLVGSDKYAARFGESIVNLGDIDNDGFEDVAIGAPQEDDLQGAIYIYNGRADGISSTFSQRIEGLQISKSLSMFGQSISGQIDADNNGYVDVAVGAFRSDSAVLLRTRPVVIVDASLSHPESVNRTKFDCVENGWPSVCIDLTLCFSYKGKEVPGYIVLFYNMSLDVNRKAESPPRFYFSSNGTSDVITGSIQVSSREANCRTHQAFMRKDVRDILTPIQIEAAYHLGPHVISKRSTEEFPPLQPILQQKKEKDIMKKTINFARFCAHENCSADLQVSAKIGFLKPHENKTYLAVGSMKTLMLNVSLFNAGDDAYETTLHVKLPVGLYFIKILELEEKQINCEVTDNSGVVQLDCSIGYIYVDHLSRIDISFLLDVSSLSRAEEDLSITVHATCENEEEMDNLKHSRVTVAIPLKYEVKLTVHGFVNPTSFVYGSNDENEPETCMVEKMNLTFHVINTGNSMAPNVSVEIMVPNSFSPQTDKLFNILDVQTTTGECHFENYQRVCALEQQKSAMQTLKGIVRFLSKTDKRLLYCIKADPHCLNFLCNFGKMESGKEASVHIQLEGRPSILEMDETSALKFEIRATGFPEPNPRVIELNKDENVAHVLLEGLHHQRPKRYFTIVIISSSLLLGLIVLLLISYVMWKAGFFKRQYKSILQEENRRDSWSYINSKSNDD
# GRK2 aptamer HTS: compounds blocking aptamer binding on GRK2 – biochemical, human GRK2, bead flow cytometry, HTS, primary screen; Beta-adrenergic receptor kinase 1 (Homo sapiens), P25098; hit rate 0.59% among 330,000; AID 488847, 2010; inhibition of aptamer binding, % at 10 µM; FAM-aptamer displacement from GRK2;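 active = inhibition of aptamer binding above 40%, roughly 3 SD of noise, on plates passing a quality check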;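 note: median bead fluorescence of bound FAM aptamer so fluorescent compounds give negative values; no value below 0 was filed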
# CIT2-GFP yeast: modulators of CIT2-GFP expression in yeast, primary screen, S. cerevisiae, GFP fusion, multiplex flow cytometry, MLPCN library. S. cerevisiae CIT2-GFP strain, 3 h; 100 means same as DMSO wells. AID 2029, 2009. GFP response vs DMSO, % at 10 µM. hit rate 0.065% among 320,000;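 active = GFP response relative to DMSO above a set limit, near the screen mean plus 3 SD, cut at about 150% in these data; inconclusive = Fewer than 70 cells measured for a yeast strain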;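 note: ratio of well median GFP fluorescence to mean of DMSO wells on the plate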
# AGP1-GFP MLPCN: modulators of AGP1-GFP expression in yeast TOR pathway, primary screen, cell-based, multiplex flow cytometry, S. cerevisiae, MLPCN library. 3 h; GFP as percent of DMSO wells. GFP response vs DMSO, % at 10 µM. hit rate 0.02% among 320,000;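 active = GFP response relative to DMSO above a set limit, near screen average plus 3 SD, cut at about 150% in these data; inconclusive = fewer than 70 cells counted for the yeast strain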;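 note: median GFP channel fluorescence of the gated AGP1 strain per well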
# Yeast superoxide: reduction of superoxide in aged yeast, primary screen, HTS; S. cerevisiae aged cells, superoxide DHE fluorescence; stronger effect = lower value; superoxide response (% of plate mean), % at 10 µM; hit rate 0.18% among 330,000;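 active = superoxide response under a set limit, about three screen SD below normal, cut at about 65% in these data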;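 note: yeast aged for seven days with compound at 30 °C before DHE staining; 100% = average MFI of all compound-treated wells on the plate with controls excluded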
# MEP2-GFP yeast: modulators of MEP2-GFP levels in yeast, primary screen, S. cerevisiae, multiplex flow cytometry, MLPCN library | S. cerevisiae MEP2-GFP strain, 3 h; 100% = DMSO control level | GFP response vs DMSO, % at 10 µM | hit rate 0.51% among 330,000 | AID 2016, 2009;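 active = GFP response versus DMSO above a set limit, roughly screen mean plus 3 SD, cut at about 180% in these data; inconclusive = fewer than 70 cells counted for a yeast strain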;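 note: median GFP fluorescence of the barcode-gated MEP2-GFP cells per well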
# RPL19A TOR yeast: RPL19A-GFP expression modulators in yeast, primary screen, cell-based, S. cerevisiae, multiplex flow cytometry, MLPCN; S. cerevisiae RPL19A-GFP strain, 3 h; stronger effect = lower value; percent response vs DMSO, % at 10 µM; hit rate 0.3% among 330,000;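 active = percent response vs DMSO below 50%; inconclusive = fewer than 70 events counted for the yeast strain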;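 note: median channel GFP fluorescence of the barcoded RPL19A-GFP strain; ratio of sample median GFP to plate DMSO average so 100% = DMSO; lower means less RPL19A-GFP as with rapamycin TOR inhibition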
# Numbers without * were called inactive; ? = inconclusive; . = no result given; [ ] = dose if it differs, or a comment.
item	structure	GRK2 aptamer HTS	VLA-4 inh	RPL19A TOR yeast	AGP1-GFP MLPCN	Yeast superoxide	MEP2-GFP yeast	LAP4-GFP MLPCN	CIT2-GFP yeast
1	CCOC(=O)c1sc2nc(C)c([N+](=O)[O-])c(COC)c2c1N	0	0	102	103	90	98	108	95
2	Cc1n[nH]c(C)c1S(=O)(=O)N1CCCC(C(=O)Nc2nccs2)C1 (stereo unspecified)	0	6	91	92	106	96	85	86
3	COc1ccc(NC(=O)CN(C)C(=O)c2cccnc2Sc2ccc(C)c(C)c2)cc1	0	-9	80	86	103	80	70	75
4	CCCCC(=O)Nc1cccc(NC(=O)CC)c1	0	20	99	105	104	99	100	105
5	CCOc1cc(/C=C/C(=O)Nc2ccc(C(=O)NCCN(CC)CC)cc2)ccc1OCC(C)C	0	29	98	94	103	90	100	85
6	Cc1cc(C)nc(NS(=O)(=O)c2ccc(NC(=O)c3cc(-c4ccccc4)nc4ccccc34)cc2)n1	6	10	107	112	89	119	105	111
7	CCc1ccc(C2=NN(CCC(=O)NCC3CCCO3)C(=O)CC2)cc1 (stereo unspecified)	2	-2	107	105	112	106	104	106
8	C=CCn1c(SCC(=O)N(C)C2CCCCC2)nnc1C1CC1	0	2	93	93	115	93	88	98
9	O=C(NN1CCOCC1)c1ccc(Cl)cc1	5	-2	103	101	98	102	95	104
10	Fc1ccc(-c2nnn(Cc3nc4ccccc4s3)n2)cc1	2	-7	108	115	92	109	122	106
11	CCCCN(CC)CCCNC(=O)Cn1nc(Cc2cccnc2)c2ccccc2c1=O	0	6	109	99	102	103	104	101
12	O=C(CNC(=S)NC(=O)c1ccc(Cl)cc1)c1ccccc1	0	-16	102	109	104	104	105	106
13	CCc1ccc(N2C(=O)CN(Cc3ccccc3)C2=S)cc1	0	15	100	97	104	96	101	106
14	O=C(NN1C(=O)C2C3c4ccccc4C(c4ccccc43)C2C1=O)c1ccc(Cl)cc1 (stereo unspecified)	0	8	103	106	91	93	96	109
15	C/C(Cc1ccccc1)=N\NC(=O)CNC(=O)c1ccc2c(c1)OCCO2	0	-6	102	109	95	103	109	97
16	Cc1nc(N)c(C#N)c(-c2cccnc2)c1C	3	6	107	109	96	111	99	111
17	O=C(CSc1nnc(-c2ccncc2)n1C1CCCCC1)Nc1ccccc1	0	1	104	105	92	103	102	106
18	CC(C)(C)c1ccc(OC(=O)c2ccccc2)cc1	2	2	87	94	90	92	.	95
19	Cc1oc(-c2ccccc2Cl)nc1CSCC(=O)NC1CC1	0	10	97	98	94	98	95	96
20	COc1cc(NC(=O)CN2C(=O)C(c3ccccc3)=NC23CCCCCC3)cc(OC)c1	0	15	100	102	84	106	97	103
21	CCCCc1cc(=O)oc2cc(C)cc(OCC(=O)NCc3cccnc3)c12	1	23	92	95	76	89	83	99
22	CC(C)[C@H](NC(=O)[C@@H]1Cc2ccccc2CN1)C(=O)Nc1ccc2c(c1)OCO2	3	3	107	103	107	110	101	110
23	O=C(CSc1nnc(-c2ccco2)n1-c1ccccc1)N1CCN(C(=O)c2ccco2)CC1	0	-3	110	107	95	114	106	104
24	COCc1ccc([C@@H]2C[C@H]3CN(Cc4cccc(Cl)c4)C(=O)[C@]34CCCN24)o1	2	-2	96	106	109	99	98	112
25	Fc1ccc(N/N=C/c2ccc(N3CCOCC3)cc2)c(F)c1	0	14	108	104	86	112	91	120
26	COc1ccc(C(=O)c2c[nH]c(C(=O)NCCCN3CCOCC3)c2)cc1	0	-3	96	94	97	91	95	99
27	NCCC1CCCC(CCN)N1 (stereo unspecified)	6	-259	?	85[may fluoresce red]	106	110[may fluoresce red]	454*[may fluoresce red]	86[may fluoresce red]
28	O=C(COc1ccccc1F)Nc1nnc(C2CCCC2)s1	3	18	106	114	101	107	123	101
29	COCCCn1c(SCC(=O)Nc2nc3ccccc3s2)nnc1-c1ccoc1C	11	13	97	105	100	100	94	98
30	O=C(COc1ccccc1[N+](=O)[O-])N1CCCc2ccccc21	2	12	97	90	86	103	102	96
31	COc1ccc2c(c1)CCc1c(C(=O)NCC(C)C)noc1-2	1	-1	99	98	113	97	117	97
32	Cc1ccc(S(=O)(=O)N2CCN(CC(=O)N/N=C/c3cc([N+](=O)[O-])ccc3Cl)CC2)cc1	0	5	102	101	99	102	100	96
33	COc1ccccc1NC(=O)Cn1c(CN2CCCCC2)nc2ccccc2c1=O	0	-7	93	99	100	106	98	100
34	Cc1cc(N2CCCC2)nc(N2C3CCC2CC(O)(c2ccc(F)cc2)C3)n1 (stereo unspecified)	1	-6	106	100	124	101	98	84
35	COC(=O)c1cccc(NC(=O)c2ccc3c(c2)C(=O)N(Cc2cccnc2)C3=O)c1C	0	16	108	100	97	101	91	107
36	C[C@H]1O[C@@H](O[C@H]2CC[C@@]3(C)C(CC[C@]4(C)C3C=CC3=C5CC(C)(C)CC[C@]5(CO)[C@H](O)C[C@]34C)[C@]2(C)CO)[C@H](O)[C@@H](O[C@@H]2O[C@H](CO)[C@@H](O)[C@H](O)[C@H]2O)[C@H]1O (stereo partly specified)	2	15	95	100	105	98	104	89
37	O=C(CSc1nccn1-c1ccc(F)cc1)Nc1ccc2c(c1)OCO2	2	-25	96	94	74	94	91	92
38	CCOc1ccc(N(C)C(=O)CCc2nnc3ccc(N4CCCC4)nn23)cc1	1	-6	90	89	95	102	88	97
39	CN1CCN(C(=O)c2cc3nc(-c4ccc(Cl)cc4)cc(C(F)(F)F)n3n2)CC1	1	-10	95	105	87	121	108	122
40	O=C(O)c1ccc(Oc2ccc(S(=O)(=O)c3ccc(C(=O)O)c(C(=O)O)c3)cc2)cc1	13	1	103	91	97	101	99	99
41	COc1ccccc1-n1c(SCC(=O)Nc2cccc(C)c2)nc2c(c1=O)SCC2	5	-9	100	104	89	99	99	100
42	CCC(C)Sc1ccc([C@H]2N[C@@](Cc3ccccc3)(C(=O)OC)[C@H]3C(=O)N(CC)C(=O)[C@@H]23)cc1 (stereo partly specified)	3	0	95	84	100	91	100	92
43	Cc1cc(NCCCN(C)C)n2nc(-c3cccs3)cc2n1	0	17	96	100	101	100	94	110
44	Cc1cc(-c2n[nH]c(=S)n2Cc2ccco2)nn1C	0	-1	104	108	65*	111	105	104
45	CCCN1CCN(C(=O)c2cn(CC(C)C)c(=O)c3cc(OC)c(OC)cc23)CC1	0	8	87	77	100	110	89	82
46	O=C(OCC(=O)N1CCN(C(=O)c2ccco2)CC1)c1cc(S(=O)(=O)Nc2ccc(Cl)cc2)ccc1O	1	-4	94	96	89	109	102	100
47	COc1ccc(C2=NC(C)(C)Cc3cc(OC)c(OC)cc32)cc1OC	0	-3	106	105	101	107	86	110
48	CC(=O)c1cnc(Nc2ccc(C)cc2)s1	0	40	98	111	104	108	96	97
49	O=C(Cn1c(=O)oc2ccccc21)Nc1ccccc1N1CCOCC1	4	4	98	90	94	84	85	84
50	Cc1ccccc1NC(=O)/C(C#N)=C/c1ccsc1	2	16	105	107	82	97	94	106
51	CC1=CC(C)C(/C=N/N=C(N)N)C(C)C1 (stereo unspecified)	0	7	102	111	97	100	111	104
52	O=C1N[C@@H](Cc2ccccc2)C(=O)N2[C@@H]1C[C@]1(Br)c3ccccc3N(S(=O)(=O)c3ccccc3)[C@H]21	0	22	101	85	104	95	105	80
53	Cc1ccc(C)c(NC(=O)CN(C)C(C)C(=O)N2CCCC2)c1 (stereo unspecified)	3	6	101	103	116	114	92	124
54	C/C(=N\NC(=O)C1CC1)c1cccs1	0	9	95	99	108	102	102	101
55	O=C(CN1CCc2cc3c(cc2C1)OCCCO3)Nc1ccccc1	0	-21	105	111	87	111	111	106
56	Cc1cc(NC(=O)CS(=O)(=O)c2cn(C)c3ccccc23)no1	3	23	104	102	112	103	107	101
57	Cc1csc(SCC(=O)Nc2sccc2C(N)=O)n1	1	-7	102	96	131	98	95	112
58	O=C(C1=C[C@H](c2ccc(Br)cc2)C[C@H](OCCCCO)O1)N1CCOCC1	2	8	97	88	92	88	126	88
59	O=C(CC1CC2CCC1C2)NCc1cccs1 (stereo unspecified)	3	-7	97	95	105	100	102	87
60	CC(C)(C)C(=O)Nc1ccc(-c2nc3ccccc3c(=O)o2)cc1	2	12	108	98	111	95	100	96

# Records 49 to 60, quoted:
item	structure	GRK2 aptamer HTS	VLA-4 inh	RPL19A TOR yeast	AGP1-GFP MLPCN	Yeast superoxide	MEP2-GFP yeast	LAP4-GFP MLPCN	CIT2-GFP yeast
49	O=C(Cn1c(=O)oc2ccccc21)Nc1ccccc1N1CCOCC1	4	4	98	90	94	84	85	84
50	Cc1ccccc1NC(=O)/C(C#N)=C/c1ccsc1	2	16	105	107	82	97	94	106
51	CC1=CC(C)C(/C=N/N=C(N)N)C(C)C1 (stereo unspecified)	0	7	102	111	97	100	111	104
52	O=C1N[C@@H](Cc2ccccc2)C(=O)N2[C@@H]1C[C@]1(Br)c3ccccc3N(S(=O)(=O)c3ccccc3)[C@H]21	0	22	101	85	104	95	105	80
53	Cc1ccc(C)c(NC(=O)CN(C)C(C)C(=O)N2CCCC2)c1 (stereo unspecified)	3	6	101	103	116	114	92	124
54	C/C(=N\NC(=O)C1CC1)c1cccs1	0	9	95	99	108	102	102	101
55	O=C(CN1CCc2cc3c(cc2C1)OCCCO3)Nc1ccccc1	0	-21	105	111	87	111	111	106
56	Cc1cc(NC(=O)CS(=O)(=O)c2cn(C)c3ccccc23)no1	3	23	104	102	112	103	107	101
57	Cc1csc(SCC(=O)Nc2sccc2C(N)=O)n1	1	-7	102	96	131	98	95	112
58	O=C(C1=C[C@H](c2ccc(Br)cc2)C[C@H](OCCCCO)O1)N1CCOCC1	2	8	97	88	92	88	126	88
59	O=C(CC1CC2CCC1C2)NCc1cccs1 (stereo unspecified)	3	-7	97	95	105	100	102	87
60	CC(C)(C)C(=O)Nc1ccc(-c2nc3ccccc3c(=O)o2)cc1	2	12	108	98	111	95	100	96

# Further records
item	structure	GRK2 aptamer HTS	VLA-4 inh	RPL19A TOR yeast	AGP1-GFP MLPCN	Yeast superoxide	MEP2-GFP yeast	LAP4-GFP MLPCN	CIT2-GFP yeast
61	CC(C)(C)c1ccc(C(=O)NCc2nnc(SCC(=O)NCC3CCCO3)o2)cc1 (stereo unspecified)	1	26	94	96	97	97	102	96
62	COc1ccc(NC(=O)CCN2C(=O)[C@@H]3[C@H](C2=O)[C@H]2C=C[C@@H]3C2)cc1	0	2	95	98	105	99	99	103
63	CCCCCCNC(=O)CNC(=S)N(Cc1cccs1)C1CCCCC1	6	6	99	96	95	104	94	115
64	COc1cc(C(=O)/C=C/c2cccnc2)ccc1O	0	2	108	97	112	112	95	96

# Random draw from the library; 1.7% or so of the library scored in one or more.
